# Screening data (PubChem)
# AHR activator = human AHR activation; P35869; AID 2796; AHR-responsive luciferase reporter cells, luminescence; hit rate 2.5% among 320,000; activation, % at 5 µM; in the data active means activation above about 47%;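 further: 0% = vehicle wells and 100% = reference agonist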
# PP1 counter = PP1-alpha (human) inhibition in PP5 counter-screen | inhibition, % at 6.7 µM | purified PP1alpha, OMFP fluorescence | hit rate 0.9% among 320,000;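 active means inhibition above the mean inhibition of all tested compounds plus 3 SD, computed separately for each screening campaign, cut at about 15% in these data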
# Target sequence (P62136 whole entry, looked up): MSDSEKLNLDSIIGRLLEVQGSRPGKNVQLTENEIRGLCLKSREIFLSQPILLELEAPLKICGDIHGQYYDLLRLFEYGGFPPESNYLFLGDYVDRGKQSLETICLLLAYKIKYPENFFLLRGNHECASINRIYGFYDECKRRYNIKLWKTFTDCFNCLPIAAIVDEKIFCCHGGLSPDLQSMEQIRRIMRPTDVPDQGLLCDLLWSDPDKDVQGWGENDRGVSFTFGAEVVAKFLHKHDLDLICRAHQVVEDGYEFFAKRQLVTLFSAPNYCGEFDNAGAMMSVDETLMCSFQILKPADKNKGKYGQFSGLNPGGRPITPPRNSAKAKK
# TPT1 inhibitor = blocks Candida albicans tRNA 2'-phosphotransferase; recombinant caTPT1, FP RNA substrate dephosphorylation; inhibition, % at 5 µM; hit rate 0.81% among 300,000;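 active means inhibition above the mean of all tested compounds plus 3 SD, set per screening campaign, cut at about 24% in these data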;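 further: plate controls were DMSO alone for no effect and ferristatin control at 100 nM for full effect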
# Fh CTSL1 inh = cathepsin L1 inhibition, PFM18AAP counter-screen | inhibition, % at 5.96 µM | recombinant F. hepatica cathepsin L1, Z-Leu-Arg-MCA fluorescence | hit rate 0.49% among 300,000;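 active means inhibition above the mean of all tested compounds plus 3 SD, set per screening campaign, cut at about 17% in these data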;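 further: 0% = plate median of test compound wells and 100% = 1 µM Z-Phe-Ala-diazomethylketone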
# core dimer inh = HCV core protein dimerization inhibition. TR-FRET GST/Flag-core106 dimerization, 1536-well. inhibition, % at 5 µM. hit rate 0.33% among 300,000;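 active means inhibition above the mean of all tested compounds plus 3 SD, set per screening campaign, cut at about 45% in these data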
#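 System: GST/Flag-tagged HCV core106 proteins. Incubation: compound-protein-antibody incubation 4 h at 22.5 °C. Technique: HTRF with 340 nm excitation, 617/671 nm emission. Medium: KF-containing HEPES buffer, pH 7.45, DTT, CHAPS, BSA. Read-out: inhibition (%) from 671 over 617 nm ratio. Also added: Eu(K)-anti-GST 90 ng/mL plus XL665-anti-Flag 1 µg/mL.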
# PP5 primary = PP5 (human) phosphatase inhibition | hit rate 0.18% among 320,000 | P53041 | purified PP5c, OMFP substrate fluorescence | inhibition, % at 6.7 µM;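 active means inhibition above the campaign's mean inhibition across all tested compounds plus 3 SD, cut at about 9.5% in these data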;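 further: 0% = DMSO only and 100% = 100 µM cantharidin control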
# proCasp3 act = activates human procaspase-3; P42574; recombinant procaspase-3 D3A, Ac-DEVD-pNA absorbance 405 nm; activation, % at 8.5 µM; hit rate 0.11% among 330,000;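 active means activation above the mean of all tested compounds plus 3 SD, cut at about 21% in these data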;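 further: 0% = DMSO alone and 100% = DMSO wells spiked with extra 5 µM PC-3 D3A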
# Target sequence (P42574 whole entry D9A/D28A/D175A): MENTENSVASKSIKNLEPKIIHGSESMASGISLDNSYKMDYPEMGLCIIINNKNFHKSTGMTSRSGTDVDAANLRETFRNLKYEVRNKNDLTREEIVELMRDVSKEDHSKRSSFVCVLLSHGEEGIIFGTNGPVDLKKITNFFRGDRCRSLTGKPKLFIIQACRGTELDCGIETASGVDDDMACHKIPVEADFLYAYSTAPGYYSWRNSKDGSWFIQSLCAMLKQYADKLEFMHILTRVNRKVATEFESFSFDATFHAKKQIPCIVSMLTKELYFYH
#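 Assay system: Procaspase-3 D3A mutant, all three cleavage aspartates alanine. Buffer or medium: Zinc-free HEPES saline buffer with Triton X-100. Times: 1 h compound preincubation, 2 h substrate hydrolysis at 25 °C. Measured by: 405 nm absorbance of p-nitroaniline, reads at 0 and 120 min. Read-out basis: percent activation relative to control range. Replicates: singlicate.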
# proCasp7 act = counter-screen for procaspase-3 activators: activators of human procaspase-7; P55210; recombinant procaspase-7, Ac-DEVD-pNA absorbance 405 nm; D23A/D198A/D206A triple mutant, cannot self-cleave; scale: DMSO 0, 5 µM enzyme 100; activation, % at 8.5 µM; hit rate 0.093% among 330,000; AID 463210;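 active means percent activation above the screen-wide mean plus 3 SD, cut at about 25% in these data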
# Target sequence (P55210 whole entry D23A/D198A/D206A): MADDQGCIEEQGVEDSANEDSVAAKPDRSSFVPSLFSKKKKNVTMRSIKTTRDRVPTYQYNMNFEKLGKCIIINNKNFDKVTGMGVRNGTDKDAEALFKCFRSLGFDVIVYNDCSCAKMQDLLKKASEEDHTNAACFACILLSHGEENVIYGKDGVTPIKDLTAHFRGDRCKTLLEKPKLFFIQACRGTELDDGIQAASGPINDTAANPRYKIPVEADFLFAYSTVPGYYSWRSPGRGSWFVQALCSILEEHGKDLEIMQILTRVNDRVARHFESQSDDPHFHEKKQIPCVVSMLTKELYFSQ
#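 signal = Epi-absorbance of released pNA at 405 nm, two timepoints | assay system = Uncleavable procaspase-7 mutant enzyme | reagent = Ac-DEVD-pNA substrate, 400 µM as added | times = 1 h enzyme–compound preincubation and 2 h substrate reaction, both 25 °C | benchmarks = low DMSO alone, high DMSO plus 5 µM PC-7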
# PAFAH2 inh = PAFAH2 (human) inhibition. AID 492956. hit rate 0.99% among 340,000. recombinant PAFAH2, FP-rhodamine activity probe, fluorescence polarization. inhibition, % at 3.39 µM. Q99487;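 active means inhibition above the mean over all tested compounds plus 3 SD, cut at about 30% in these data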;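 further: inhibitors block probe labeling of enzyme so polarization drops; 0% = enzyme with DMSO and 100% = wells lacking PAFAH2 protein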
# An asterisk follows results filed as active; / = no result given.
1: O=S(=O)(/N=C(/Nc1ccc(F)c(F)c1F)c1ccccc1)c1ccccc1
2: CCn1c(/C=C/c2ccc(F)cc2)nc2ccccc2c1=O
3: COc1ccc(N2CCN(C(CNC(=O)C(=O)NCCCn3ccnc3)c3ccco3)CC2)cc1 (configuration not stated)
4: O=C(NC1C2CC3CC(C2)CC1C3)C1CC1 (configuration not stated)
5: COc1ccc(CNC(=S)Nc2cccc(F)c2)cc1
6: O=C1CC(c2ccccc2)CC(O)=C1C=NCc1ccc(Cl)cc1 (configuration not stated)
compound no.	1	2	3	4	5	6
AHR activator	0	21	-1	0	0	0
PP1 counter	-3	1	-1	0	0	0
TPT1 inhibitor	-3	2	3	-7	-4	-3
Fh CTSL1 inh	-6	4	3	-4	-4	1
core dimer inh	2	2	-3	-6	4	7
PP5 primary	2.3	-0.5	-1.7	-2.0	-1.7	3.3
proCasp3 act	4	-9	-1	3	-7	0
proCasp7 act	2	8	5	5	-6	0
PAFAH2 inh	2	13	-8	13	5	4

7: Cc1cc(C(=O)NN=C2CCCCCCC2)c2ccccc2n1
8: c1ccc(-c2nnc3sc(-c4csc5c4CCCC5)nn23)cc1
9: Cc1ccc(S(=O)(=O)N2CCOCC2)cc1C(=O)OCC(=O)NCCc1ccccc1
10: O=C(Nc1ccc(Nc2ccccc2)cc1)c1ccccc1F
11: Cc1onc(-c2ccccc2)c1C(=O)NNC(=O)c1ccccc1
12: COc1ccc(CCNC(=O)COC(=O)c2ccc(C)s2)cc1OC
compound no.	7	8	9	10	11	12
AHR activator	5	97*	0	-9	12	1
PP1 counter	-2	15	/	2	4	-3
TPT1 inhibitor	1	3	/	4	/	/
Fh CTSL1 inh	-1	3	/	1	/	/
core dimer inh	-5	45	/	-10	/	/
PP5 primary	0.1	0.6	/	4.0	1.7	0.9
proCasp3 act	8	-5	0	-2	-3	1
proCasp7 act	2	-3	6	-6	2	2
PAFAH2 inh	9	2	5	2	4	6

13: Cc1ccc(-n2nnc3c(=O)n(CC(=O)N4CCC(C)CC4)cnc32)cc1
14: Cc1ccc(-c2noc(C3CCCN(S(=O)(=O)c4ccc(S(=O)(=O)N(C)C)cc4)C3)n2)o1 (configuration not stated)
15: CCCCn1cnc2c(oc3nc4c(cc32)CCCC4)c1=O
16: COc1cc(C)c(NC(=O)COc2ccc3c(c2)OCO3)cc1C
17: CCC(=O)c1ccc(OCC(O)CNCCc2ccc(Cl)cc2)cc1 (configuration not stated)
18: O=C(NCCOc1ccccc1)C1CCCCC1
compound no.	13	14	15	16	17	18
AHR activator	2	0	-3	3	2	0
PP1 counter	-6	0	-3	1	0	-3
TPT1 inhibitor	2	3	-2	-5	4	1
Fh CTSL1 inh	0	1	3	-1	2	-2
core dimer inh	5	4	2	3	-4	1
PP5 primary	-0.8	-1.0	-1.7	1.5	-1.1	0.5
proCasp3 act	1	8	7	6	-4	3
proCasp7 act	3	-3	-1	0	-8	-3
PAFAH2 inh	0	-3	4	-2	-4	-1

19: COc1cc(C2C(C#N)=C(N)N(c3cccnc3)C3=C2C(=O)CCC3)ccc1O (configuration not stated)
20: CC1CCCCC1NC(=O)COC(=O)c1cc(=O)[nH]c2ccccc12 (configuration not stated)
21: CCN(CC)c1ccc(C=O)c(OC)c1
22: CCOC(=O)Cn1c(=NC(=O)c2sc3ccccc3c2Cl)sc2cc(S(N)(=O)=O)ccc21
23: CCOC(=O)c1oc2ccccc2c1NC(=O)COC
24: COC(=O)CN1C(=O)[C@H]2[C@@H](/C=C/c3ccccc3)N3C(=O)CN(CCO)C(=O)[C@@]3(Cc3ccccc3)[C@H]2C1=O
compound no.	19	20	21	22	23	24
AHR activator	4	4	0	1	89*	-4
PP1 counter	-3	/	-1	30*	4	-4
TPT1 inhibitor	8	/	3	3	1	-1
Fh CTSL1 inh	0	/	9	3	0	-2
core dimer inh	-5	/	-2	41	-3	7
PP5 primary	3.5	/	0.9	-0.3	3.1	2.0
proCasp3 act	-8	6	-2	5	12	-3
proCasp7 act	-7	2	-6	3	-7	4
PAFAH2 inh	5	13	4	-27	-7	6

25: CCN(CC(=O)Nc1ccc2c(c1)OCCO2)C(=O)COc1ccc(C)cc1
26: COc1ccc(OC)c(/C=N/NC(=O)c2ccc(Cn3cc([N+](=O)[O-])cn3)o2)c1
27: O=C(O)c1ccc(-n2cccc2/C=C2/NC(=O)N(c3ccccc3)C2=O)cc1
28: Cc1cc(C)c2cc(C(c3nnnn3C3CCCC3)N3CCOCC3)c(=O)[nH]c2c1 (configuration not stated)
29: Cc1cc(OCC(=O)Nc2nnc(C3CC3)s2)ccc1[N+](=O)[O-]
30: Cc1ccc(NC(=O)CSc2n[nH]c(C)c2[N+](=O)[O-])cc1C
compound no.	25	26	27	28	29	30
AHR activator	-1	7	-1	6	4	2
PP1 counter	-1	-3	0	-3	-5	-2
TPT1 inhibitor	3	-1	-1	1	-3	-1
Fh CTSL1 inh	0	2	5	3	-1	6
core dimer inh	1	-2	-16	3	2	-1
PP5 primary	3.5	7.0	-2.0	0.4	7.8	0.2
proCasp3 act	8	-9	-7	-6	8	-13
proCasp7 act	7	2	-13	-2	1	2
PAFAH2 inh	2	2	26	-2	12	2

31: COc1cccc(N2CCN(C(=O)c3[nH]c(C)c(C(C)=O)c3C)CC2)c1
32: COc1ccc(C)cc1S(=O)(=O)Nc1cccc(-c2ccc(N3CCCCCC3)nn2)c1
33: COc1cc(C(=O)c2ccccc2Cl)c([N+](=O)[O-])cc1OC
34: COc1ccc(C2Nc3ccc(Br)cc3C(c3ccccc3)N2CC(=O)O)cc1 (configuration not stated)
35: COc1ccccc1-n1c(-c2cn(C)nc2C)n[nH]c1=S
36: CNC(=S)N1N=C(c2ccc(C)cc2)CC1c1ccc(OC)cc1 (configuration not stated)
compound no.	31	32	33	34	35	36
AHR activator	14	2	-1	2	-5	4
PP1 counter	1	14	-1	0	3	-3
TPT1 inhibitor	-1	0	0	-3	2	2
Fh CTSL1 inh	-3	-1	0	0	-3	2
core dimer inh	-3	17	-6	4	-2	-26
PP5 primary	0.7	4.2	2.4	-2.2	-0.1	1.8
proCasp3 act	2	-5	-8	-3	-13	-6
proCasp7 act	7	4	8	4	-2	-4
PAFAH2 inh	-5	5	4	11	-2	9

37: O=C1CCCN1Cc1ncnn1-c1ccccc1
38: COc1cccc(OC)c1C(=O)O/N=C(\N)c1ccncc1
39: CC(OC(=O)c1cc2sccc2n1C)C(=O)NCc1ccc2c(c1)OCO2 (configuration not stated)
40: CCn1c(=S)sc2c(=O)n(CC(=O)Nc3ccccc3)c(C)nc21
41: CCCOCCOC(=O)C1=C(C)NC(=O)NC1c1cc(Cl)c(O)c(OC)c1 (configuration not stated)
42: CCc1ccccc1N(CC(=O)N1CCCCCC1)S(C)(=O)=O
compound no.	37	38	39	40	41	42
AHR activator	0	0	1	-3	0	-2
PP1 counter	-4	-4	3	-3	-2	-1
TPT1 inhibitor	-4	1	0	-2	4	-4
Fh CTSL1 inh	0	-2	0	3	-1	0
core dimer inh	7	-4	3	9	1	0
PP5 primary	1.4	-2.1	0.7	0.9	3.7	-0.6
proCasp3 act	4	8	3	10	5	-2
proCasp7 act	-2	3	0	15	5	-9
PAFAH2 inh	-4	-1	-1	1	5	0

43: COc1cc(OC)cc(N(C(=O)CNC(=O)c2ccco2)C(C(=O)NCC2CCCO2)c2ccccc2)c1 (configuration not stated)
44: Cn1c2c(c(=O)n(C)c1=O)C1c3ccccc3OCC1C(C)(C)O2 (configuration not stated)
45: Clc1ccc(-c2ccc(/C=N/Nc3nncc(-c4ccccc4)n3)o2)cc1
46: Cc1cc(C)cc(OCC(=O)OCC(=O)N(C)CC(=O)Nc2ccc(F)cc2)c1
47: O=[n+]1cc(-c2ccc(Cl)cc2)n([O-])c2c1CCCCC2
48: CCCCOc1ccc(C(=O)NCCc2ccccc2)cc1
compound no.	43	44	45	46	47	48
AHR activator	3	1	12	-1	5	6
PP1 counter	2	-5	1	0	2	1
TPT1 inhibitor	-3	-2	1	2	1	-2
Fh CTSL1 inh	0	1	1	0	-1	0
core dimer inh	-15	0	-2	2	-2	7
PP5 primary	0.0	2.3	-0.5	1.0	2.0	1.0
proCasp3 act	3	4	2	-6	13	0
proCasp7 act	3	-1	-1	1	6	-5
PAFAH2 inh	14	-4	4	1	5	-1

# Ordered by length of the SMILES (highest first): ten of the compounds above
19: COc1cc(C2C(C#N)=C(N)N(c3cccnc3)C3=C2C(=O)CCC3)ccc1O (configuration not stated)
1: O=S(=O)(/N=C(/Nc1ccc(F)c(F)c1F)c1ccccc1)c1ccccc1
41: CCCOCCOC(=O)C1=C(C)NC(=O)NC1c1cc(Cl)c(O)c(OC)c1 (configuration not stated)
44: Cn1c2c(c(=O)n(C)c1=O)C1c3ccccc3OCC1C(C)(C)O2 (configuration not stated)
47: O=[n+]1cc(-c2ccc(Cl)cc2)n([O-])c2c1CCCCC2
11: Cc1onc(-c2ccccc2)c1C(=O)NNC(=O)c1ccccc1
7: Cc1cc(C(=O)NN=C2CCCCCCC2)c2ccccc2n1
5: COc1ccc(CNC(=S)Nc2cccc(F)c2)cc1
compound no.	19	1	41	44	47	11	7	5
AHR activator	4	0	0	1	5	12	5	0
PP1 counter	-3	-3	-2	-5	2	4	-2	0
TPT1 inhibitor	8	-3	4	-2	1	/	1	-4
Fh CTSL1 inh	0	-6	-1	1	-1	/	-1	-4
core dimer inh	-5	2	1	0	-2	/	-5	4
PP5 primary	3.5	2.3	3.7	2.3	2.0	1.7	0.1	-1.7
proCasp3 act	-8	4	5	4	13	-3	8	-7
proCasp7 act	-7	2	5	-1	6	2	2	-6
PAFAH2 inh	5	2	5	-4	5	4	9	5

23: CCOC(=O)c1oc2ccccc2c1NC(=O)COC
18: O=C(NCCOc1ccccc1)C1CCCCC1
compound no.	23	18
AHR activator	89*	0
PP1 counter	4	-3
TPT1 inhibitor	1	1
Fh CTSL1 inh	0	-2
core dimer inh	-3	1
PP5 primary	3.1	0.5
proCasp3 act	12	3
proCasp7 act	-7	-3
PAFAH2 inh	-7	-1

# The list continues.
49: CC(OC(=O)C1CCCC1)C(=O)Nc1ncc(Cl)cc1Cl (configuration not stated)
50: Cc1ccc(NS(=O)(=O)c2ccccc2Cl)c2c1CC(C)(C)O2
51: CCOC(=O)c1ccc2c(c1)[n+](CC)c(C)n2-c1ccccc1
52: O=C(Cn1ncc(Cl)c(Cl)c1=O)NC1CCCCC1
53: CN(C(=O)COC(=O)C1CCN(S(=O)(=O)c2c(Cl)cccc2Cl)CC1)C1CCCCC1
54: CN(C)CCOc1ccccc1-c1ccccc1
55: Cc1cc(OCC(=O)N2CCC(C(=O)O)CC2)c2c(C)c(C)c(=O)oc2c1
compound no.	49	50	51	52	53	54	55
AHR activator	0	11	7	3	-3	-2	0
PP1 counter	-4	2	-4	-1	1	-1	2
TPT1 inhibitor	/	1	4	/	0	1	-3
Fh CTSL1 inh	/	-2	5	/	-1	2	1
core dimer inh	/	0	3	/	8	15	1
PP5 primary	-1.4	3.5	0.6	2.3	0.6	0.8	3.4
proCasp3 act	8	-2	-1	2	10	7	3
proCasp7 act	5	-11	-4	-7	6	-5	1
PAFAH2 inh	8	7	-6	3	-2	-4	5
